# High-throughput results deposited in PubChem by National Center for Advancing Translational Sciences (NCATS).
# Epigenetic reg: Quantitative High-Throughput Screen for Regulators of Epigenetic Control; murine LDR cells, GFP reporter derepression, 30 h; Potency, µM (highest dose often 53.9 µM), for inactives: top-dose GFP activation, actives largely listed as activators; 0.2% of 280,000 active; AID 1865, 2009; active = well fitted activation curve with a large enough effect; inconclusive = small, poorly fitted or top-dose-only effect; also: % of control where 0% means no effect; nearly all actives have a fitted effect of over 60% in size
#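 Reporter derepression read as number of fluorescent GFP-positive objects, 20-120 um in size, counted by laser-scanning cytometer. Mouse LDR line with an epigenetically silenced CMV-GFP locus; compound incubation 30 h, 37 C.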
# * hit, by the source's call; ? = inconclusive. Potency is read from the fitted curve at half-maximal effect. This is a subset; rates above refer to the full screens.
SMILES	Epigenetic reg
CCCCNC(=O)C(CC)Sc1nc2ccccc2c(=O)n1CCc1ccc(OC)c(OC)c1 (stereo not drawn)	-1.3%
Cc1ccccc1-c1noc(-c2cccnc2NCc2ccco2)n1	-1.9%
COc1ccc(Br)cc1CNC(=O)c1cc2ccccn2n1	-3.4%
COc1ccc(NC(=O)Cn2c(=O)n(Cc3nc(C)no3)c(=O)c3cc4c(cc32)OCO4)cc1	-1.5%
COc1ccc(NC(=O)C2CCN(S(=O)(=O)c3ccc4[nH]c(=O)ccc4c3)CC2)c(OC)c1	15%
COc1ccc(OC)c(C2=NS(=O)(=O)N(C)C(C(=O)Nc3ccc(F)cc3F)=C2)c1	4.7%
CCOC(=O)c1c(C)oc2ncnc(Nc3ccc(OCC)cc3)c12	1.3%
COc1ccc(C2CC(=O)N(Cc3ccc(C)cc3)c3c2c(C)nn3-c2nc(C)cc(C)n2)c(OC)c1 (stereo not drawn)	-1.6%
COc1ccccc1OCC(=O)Nc1nc2c(s1)CC(C)CC2 (stereo not drawn)	-3.2%
Cc1ccc(-n2ncc3c(N4CCN(CCO)CC4)ncnc32)cc1Cl	-1.2%
O=C(NCC(c1cccs1)S(=O)(=O)c1cccs1)c1ccc(Cl)cc1 (stereo not drawn)	-1.0%
Cc1ccc(-c2cn3cccnc3n2)cc1NC(=O)Cc1ccccc1	0.8%

# The listing continues.
SMILES	Epigenetic reg
Cc1ccc(Cn2c(SCC(=O)NCc3ccccc3Cl)nc3ccsc3c2=O)cc1	3.9%
COc1ccccc1CNC(=O)c1oc2ccc(S(=O)(=O)N3CCCCC3)cc2c1C	4.0%
CCc1cccc(C)c1NC(=O)C1CCN(c2nnc(C)c3c(C)n(-c4ccccc4)nc23)CC1	2.8%
CCOC(=O)c1cc(C)n(CC2CCC(C(=O)Nc3ccccc3OC)CC2)c1C (stereo not drawn)	4.4%
CCc1ccc(NC(=O)C2CCCN(c3nnc(C)c4c(C)n(-c5ccccc5)nc34)C2)cc1 (stereo not drawn)	2.7%
CCn1c(CN2CCCCC2)nc2cc(NC(=O)c3cccc([N+](=O)[O-])c3)ccc21	-3.2%
Cc1ccc(OCC(=O)Nc2ccc3nc(SCCOc4ccccc4)sc3c2)cc1	-3.2%
COc1ccccc1N1CCN(c2ncc3c(n2)CCN(Cc2ccc(C)s2)C3)CC1	-2.5%
COc1cccc(CNC(=O)Cn2c(=O)n3nc(-c4cccc(F)c4)nc3c3ccccc32)c1	1.3%
O=C(Nc1ccc(Br)cc1)c1ccc(F)c(S(=O)(=O)N2CCCc3ccccc32)c1	-1.6%
COCCNc1ccc2cc(S(=O)(=O)N3CCCCC3)ccc2n1	-3.1%
CCN(c1ccccc1)S(=O)(=O)c1nnc(NC(=O)C2CCCCC2)s1	0.0%

# Next compounds follow:
SMILES	Epigenetic reg
COc1ccccc1CC(=O)Nc1ccc2nc(Nc3cccc(C(F)(F)F)c3)cc(C)c2c1	-1.2%
CCOC(=O)C1CCN(C(=O)c2ccc3c(=O)n4nc(Nc5ccccc5)sc4nc3c2)CC1	-1.3%
Cc1ccc(CNc2oc(-c3ccc(COc4ccc(C)cc4)o3)nc2C#N)cc1	-0.8%
Cc1cccn2c(=O)cc(COc3ccc(NC(=O)COc4ccc(F)cc4)cc3)nc12	-2.7%
CCc1ccccc1NS(=O)(=O)c1ccc2c(c1)CCCN2C(=O)C1CCC1	-2.4%
COc1ccc(Cn2ccnc2SCC(=O)Nc2ccc3c(c2)OCO3)cc1	1.1%
CC1=C(C(N)=O)C(c2cccc(F)c2)n2nc(SCc3ccccc3)nc2N1 (stereo not drawn)	0.0%
CCn1nc(C)c(CCN(C)C(=O)Nc2ccc(C)c(Cl)c2)c1C	-4.7%
CCc1ccc(NCc2cc3ccc(OC)cc3n(CC(=O)Nc3ccccc3C)c2=O)cc1	-1.9%
Cc1cccc(C(=O)Nc2cccc(C(=O)OCc3cc(=O)n4nc(C5CC5)sc4n3)c2)c1	15%
COc1ccc(-c2nn3c(=O)cc(CN4CCN(C(=O)/C=C/c5ccccc5)CC4)nc3s2)cc1	?
CC(=O)N1c2ccc(S(=O)(=O)NCC3CCC(C(=O)Nc4cc(C)ccc4C)CC3)cc2CC1C (stereo not drawn)	0.8%

# The results go on:
SMILES	Epigenetic reg
COC(=O)c1ccc(Cl)cc1NC(=O)NCCc1c(C)nn(C)c1C	-6.6%
CCOC(=O)c1cc(-c2ccc(F)cc2)n(CC(=O)NCc2ccc(OC)cc2)c1C	-0.2%
CC1=C(C(=O)Nc2ccc(F)cc2F)C2(CCN(C(C)C)CC2)OC1=O	-2.5%
CCCn1cc(S(=O)(=O)c2ccc(OC)cc2)c(=O)c2cc(F)c(N3CCCC(C)C3)cc21 (stereo not drawn)	-0.2%
CCOC(=O)c1ccccc1NC(=O)CSc1ccc(-c2sc(-c3ccccc3)nc2C)nn1	19%
CC(=O)c1[nH]c(C)c(C(=O)NCc2ccc(Cl)cc2)c1C	1.4%
O=C(NCCO)C(=O)NCC(c1ccc2c(c1)OCO2)N1CCOCC1 (stereo not drawn)	2.8%
Cc1cccc(CN2C(=O)c3ccccc3Sc3ccc(C(=O)NCc4ccco4)cc32)c1	-0.4%
CCc1ccc(NC(=O)CCc2c(C)n(C)c3cc(-c4ccccc4C)nn3c2=O)cc1	0.0%
Cc1c(C(=O)Nc2cccc(Cl)c2)oc2ccc(S(=O)(=O)N(C)C3CCCCC3)cc12	0.0%
CCOc1cc(-c2nnc(SCC(=O)NCc3ccc(C)cc3)nc2-c2ccc(OC)c(OCC)c2)ccc1OC	1.1%
CSc1ccc(CNC(=O)c2cc3c(=O)n(Cc4ccco4)ccc3nc2C)cc1	0.0%

# (further entries)
SMILES	Epigenetic reg
COc1ccc(-c2nc3c4ccccc4n(CC(=O)N4CCN(c5ccccc5OC)CC4)c(=O)n3n2)cc1	3.5%
CCOC(=O)c1cccc(NC(=O)N2CCC(CN3CCCCCC3)CC2)c1	-1.2%
CC(C)C(=O)OC1=CN(Cc2ccccc2)S(=O)(=O)c2ccccc21	-1.6%
COc1ccc(CCNC(=O)c2c(C)oc3ncn(CC(C)C)c(=O)c23)cc1OC	-1.3%
Cc1cc(=O)[nH]c2nnc(SCc3cccc(C(F)(F)F)c3)n12	4.1%
COc1ccc(C(=O)Nc2cccc(C(=O)OCc3cc(=O)n4nc(C5CC5)sc4n3)c2)cc1	?
CCCc1nn2c(=O)cc(COC(=O)c3ccc(NC(=O)COc4ccc(F)cc4)cc3)nc2s1	-0.3%
COc1ccccc1-n1c(-c2ccc(C)cc2)cn2c3c(=O)n(C)c(=O)n(C)c3nc12	0.8%
CC1CCN(c2nn3c(=O)c(C(=O)NCCc4ccccc4)cnc3s2)CC1	-0.6%
COc1ccc(CNC(=O)Cc2ccc(NC(=O)N3CCSc4ncccc43)cc2)cc1OC	-0.1%
CC(C)c1ccc(-c2noc(SCC(=O)N(C)c3ccc(F)cc3)n2)cc1	-0.3%
O=C(NCc1ccc2c(c1)CCN2C(=O)c1ccc(Cl)cc1)c1cccc(F)c1	-0.5%

# Later entries
SMILES	Epigenetic reg
Cc1ccc(NC(=O)CN2C(=O)CCc3cc(S(=O)(=O)N4CCCCC4)ccc32)cc1N(C)C	-2.0%
COc1ccc(Cl)cc1NC(=O)C1CCCN(S(=O)(=O)c2ccc3c(c2)CCCC(=O)N3)C1 (stereo not drawn)	-1.3%
Cc1ccccc1Cc1c(C)nc2nc(SCC(=O)N(C)c3ccccc3)nn2c1C	1.3%
O=C(NCCc1csc2nc(-c3ccccc3F)nn12)c1ccco1	0.8%
Cc1nc(C)c(-c2ccc(SCC(=O)Nc3cccc(C)c3C)nn2)s1	0.0%
O=C(NCc1ccccc1Cl)C(=O)NCC(c1ccc2c(c1)OCO2)N1CCOCC1 (stereo not drawn)	0.0%
CCOc1ccc(-c2cc(C(=O)NCCc3ccc(Cl)cc3)c3ccccc3n2)cc1	4.1%
CCNC(=O)c1cnc2sc(N3CCCCCC3)nn2c1=O	0.0%
COC(=O)c1ccccc1NC(=O)c1cn2c3c(ccc(Cl)c3c1=O)OC(C)C2 (stereo not drawn)	12%
Cc1nc2sc(C)c(C)n2c(=O)c1S(=O)(=O)N1CCN(c2ccccc2F)CC1	1.3%
Cc1ccc(-n2nnc(C(=O)Nc3cc(F)ccc3F)c2C)cc1F	-3.2%
COc1ccc(OC)c(NC(=O)N2CC3CCCN3c3ccccc32)c1 (stereo not drawn)	-1.7%

# The final 2 records of the section before open the next one.
SMILES	Epigenetic reg
Cc1ccc(-n2nnc(C(=O)Nc3cc(F)ccc3F)c2C)cc1F	-3.2%
COc1ccc(OC)c(NC(=O)N2CC3CCCN3c3ccccc32)c1 (stereo not drawn)	-1.7%
O=C(Cn1cnc2onc(-c3ccc(F)cc3)c2c1=O)N1CCN(c2ccc(F)cc2)CC1	-0.2%
CC(C)c1nc2ccc(C(=O)Nc3ccccc3F)cc2o1	0.8%
Cc1ccc(N2CCN(c3nc4ccc(C(=O)c5ccccc5)cc4n4cnnc34)CC2)c(C)c1	5.8%
COc1ccc(NC(=O)c2oc3ccc(S(=O)(=O)N4CCCCC4)cc3c2C)cc1Cl	0.7%
Cc1ccc(CCNC(=O)c2cc3n(n2)CCCN(Cc2ccc(C)cc2)C3=O)cc1	-4.9%
CCc1ccc(-c2cn3c(n2)sc2cc(C(=O)NCC(C)c4ccccc4)ccc23)cc1 (stereo not drawn)	2.5%
CSc1cccc(NC(=O)C2CCN(c3ncnc4c3nc3n4CCCCC3)CC2)c1	-1.2%
COC(=O)c1ccc2c(=O)n(CCCCCC(=O)NCc3ccc(OC)cc3)c(=O)[nH]c2c1	-1.3%
CCOc1ccccc1CNC(=O)Cn1c(=O)c2cccn2c2ccc(F)cc21	4.2%
Cc1ccc(C)c(NC(=O)c2ccc(=O)n(Cc3ccc(F)cc3)c2)c1	5.6%
CC(=O)c1cccc(NC(=O)c2c(N3CCCC3=O)c3cc(F)ccc3n2C)c1	-1.2%
Cc1nn(S(=O)(=O)c2ccc(C(C)(C)C)cc2)c(C)c1S(=O)(=O)N1CCCCCC1	0.0%

# Going on with the list.
SMILES	Epigenetic reg
CCCCC(Sc1nc2cc3c(cc2c(=O)n1CCCC(=O)NCc1ccc(OC)cc1)OCO3)C(=O)OCC (stereo not drawn)	-1.3%
CCCn1c2ccccc2c2cnn(CC(=O)N3CCN(c4ccccc4F)CC3)c(=O)c21	-1.2%
O=C(NCc1ccccc1Cl)C1CCN(C(=O)N2CCOc3ccccc32)CC1	2.2%
COc1cc(-c2ccno2)ccc1S(=O)(=O)N1CCN(c2ccc(C(C)=O)cc2)CC1	-0.5%
CC(Oc1ccccc1F)C(=O)NCC1(N2CCOCC2)CCCCC1 (stereo not drawn)	-1.6%
COc1ccc(C(=O)NCC(c2cccs2)S(=O)(=O)c2cccs2)cc1 (stereo not drawn)	2.8%
CN(Cc1ccccc1)S(=O)(=O)c1nnc(NC(=O)c2cccc(Cl)c2)s1	2.2%
CC1CCN(S(=O)(=O)c2ccc3c(c2)oc(=O)n3CC(=O)O)CC1	-1.1%
CC(=O)c1ccc(NC(=O)CN2C(=O)c3cccnc3Sc3ccccc32)cc1	-1.1%
CCOc1ccc(CNC(=O)c2ccc3nc(Cc4ccc(OC)cc4)oc3c2)cc1OC	-1.7%
CCCn1cc(S(=O)(=O)c2cccc(Cl)c2)c(=O)c2cc(F)c(N3CCCC3)cc21	-1.2%
CC(C)Oc1ccc(CNC(=O)c2cnc3sc(N4CCCCCC4)nn3c2=O)cc1	0.0%

# Remaining list, next part.
SMILES	Epigenetic reg
Cc1oc2ncn(CC(C)C)c(=O)c2c1C(=O)NCCc1ccccc1	-0.4%
Cn1nnnc1SCCCNCc1cc(Cl)ccc1OCc1ccccc1F	-2.4%
O=C(CN1C(=O)COc2ccc(S(=O)(=O)N3CCCCCC3)cc21)NCCc1ccccc1	0.9%
COc1ccc(CNC(=O)CCc2cn(C)c3ccccc23)cc1	5.8%
CC1CCN(S(=O)(=O)c2ccc3c(ccc(=O)n3CC(=O)Nc3ccc(C(C)C)cc3)c2)CC1	-1.1%
COc1cccc(NC(=O)Cn2c(=O)cc(C)c3c(C)nn(-c4cccc(F)c4)c32)c1	0.0%
COc1ccccc1CNC(=O)C1CCN(S(=O)(=O)c2ccc3c(ccn3C)c2)CC1	8.5%
Cc1cc(C)cc(NC(=O)CCC(=O)N2CCSc3ccccc32)c1	-1.9%
Cc1nn2c(=O)cc(COC(=O)c3cccc(NC(=O)c4ccc(F)cc4)c3)nc2s1	2.5%
COc1cccc(CNC(=O)c2c(C)nn(-c3ccc(F)cc3)c2-n2cccc2)c1	-1.8%
COc1ccc(-c2cccc(NS(=O)(=O)c3cc(C)ccc3OC)c2)nn1	0.0%
COc1cn(CC(=O)Nc2cc(C)ccc2C)c(CN2CCCCC2)cc1=O	0.0%
CC(C)(C)OC(=O)N1CCC(c2c(C(=O)N3CCc4ccccc4C3)cnn2-c2ccc(F)cc2)CC1	-0.4%
O=C(Cn1c(=O)n(Cc2nc(-c3ccccc3)no2)c(=O)c2cc3c(cc21)OCO3)Nc1ccccc1	-4.1%

# In the list so far, four contain an NH in an aromatic ring:
SMILES	Epigenetic reg
COc1ccc(NC(=O)C2CCN(S(=O)(=O)c3ccc4[nH]c(=O)ccc4c3)CC2)c(OC)c1	15%
CC(=O)c1[nH]c(C)c(C(=O)NCc2ccc(Cl)cc2)c1C	1.4%
Cc1cc(=O)[nH]c2nnc(SCc3cccc(C(F)(F)F)c3)n12	4.1%
COC(=O)c1ccc2c(=O)n(CCCCCC(=O)NCc3ccc(OC)cc3)c(=O)[nH]c2c1	-1.3%
